Compound activity (PubChem)
SMARCA2 act = activators of SMARCA2 function | 1% of 370,000 active | MG213 cells, MMTV-luciferase reporter, dexamethasone, overnight | activation, % at 9.1 µM | AID 652017; in the data active = activation above about 7.8%;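 also: 0% = vehicle wells and 100% = reference activator wells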
proKLK7 act = activates the human kallikrein-7 zymogen; P49862; purified proKLK7, EDANS-DABCYL substrate fluorescence; 100% is mature enzyme control, 0% vehicle; activation, % at 7 µM; 0.9% of 370,000 active; AID 652039;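 active = activation above the mean of all tested compounds plus 3 SD, computed per campaign excluding outliers beyond control limits, cut at about 13% in these data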
Target sequence (P49862 whole entry, looked up): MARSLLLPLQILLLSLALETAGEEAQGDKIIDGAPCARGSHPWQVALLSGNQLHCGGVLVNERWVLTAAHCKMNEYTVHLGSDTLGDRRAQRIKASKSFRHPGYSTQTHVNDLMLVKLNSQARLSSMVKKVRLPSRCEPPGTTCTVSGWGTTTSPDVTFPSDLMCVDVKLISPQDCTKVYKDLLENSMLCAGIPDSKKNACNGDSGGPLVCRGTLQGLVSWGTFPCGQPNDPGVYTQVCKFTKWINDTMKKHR
DAX1 inh-1 = inhibitors of human orphan nuclear receptor DAX1 (NR0B1). HEK293 Gal4-DAX1 luciferase reporter, luminescence. inhibition, % at 6.75 µM. 0.99% of 340,000 active. P51843. AID 504766;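 active = inhibition above the mean over all tested compounds plus 3 SD, cut at about 4.2% in these data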;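 also: 0% = DAX1-transfected cells with DMSO and 100% = empty-vector control cells with DMSO; inhibition shows as a rise in luminescence from relieved DAX1 repression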
Target sequence (P51843 207-470 limits assumed): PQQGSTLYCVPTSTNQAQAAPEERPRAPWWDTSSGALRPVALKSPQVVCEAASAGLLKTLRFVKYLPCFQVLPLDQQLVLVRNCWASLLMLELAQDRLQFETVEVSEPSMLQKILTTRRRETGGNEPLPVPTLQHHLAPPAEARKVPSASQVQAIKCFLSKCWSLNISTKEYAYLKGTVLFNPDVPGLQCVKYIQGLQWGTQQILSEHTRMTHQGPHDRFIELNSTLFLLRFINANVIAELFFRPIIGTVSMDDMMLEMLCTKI
sPLA2-III inh = Blocks human group III sPLA2 activity; QFRET BODIPY PC-A2 liposome hydrolysis, fluorescence; inhibition, % at 12.2 µM; 0.56% of 370,000 active; AID 743126;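 active = inhibition above mean plus 3 SD of compounds lying within the high and low control bounds, cut at about 19% in these data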;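 also: 0% = median of test compound wells and 100% = no enzyme DMSO wells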
Target sequence (Q9NZ20 whole entry, looked up): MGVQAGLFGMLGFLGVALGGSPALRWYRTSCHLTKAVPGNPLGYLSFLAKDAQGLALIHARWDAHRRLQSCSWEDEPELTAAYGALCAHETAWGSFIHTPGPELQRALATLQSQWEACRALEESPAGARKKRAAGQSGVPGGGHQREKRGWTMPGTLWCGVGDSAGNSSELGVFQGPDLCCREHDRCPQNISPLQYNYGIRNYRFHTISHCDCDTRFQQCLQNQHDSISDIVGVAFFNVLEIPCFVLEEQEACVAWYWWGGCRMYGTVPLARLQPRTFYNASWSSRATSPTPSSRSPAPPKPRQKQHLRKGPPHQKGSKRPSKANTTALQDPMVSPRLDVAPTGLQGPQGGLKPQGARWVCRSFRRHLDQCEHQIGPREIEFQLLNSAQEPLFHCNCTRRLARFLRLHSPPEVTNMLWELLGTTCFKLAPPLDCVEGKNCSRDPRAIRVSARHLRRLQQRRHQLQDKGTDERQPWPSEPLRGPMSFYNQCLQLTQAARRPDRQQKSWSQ
DAX1 inh-2 = blocks DAX1 repression of SF-1 activated StAR promoter | HEK293T StAR-luciferase reporter, SF-1/DAX-1 repression relief | inhibition, % at 6.8 µM | 1.1% of 370,000 active | AID 652010;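 active = inhibition above the mean over all tested compounds plus 3 SD, cut at about 3.6% in these data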;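 also: 0% = DAX-1 cells with DMSO and 100% = cells lacking DAX-1 with DMSO; higher inhibition means more luminescence from relief of DAX-1 repression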
NPR1 activator = GC-A (human) enzyme activation; P16066; HEK293 GC-A cells, cGMP TR-FRET, EC30 ANP; 0% at EC30 ANP, 100% saturating ANP; activation, % at 10 µM; 0.14% of 370,000 active; AID 1671463; in the data active = activation above about 40%
GC-B act = GC-B (human) receptor activation | activation, % at 10 µM | AID 1920062 | HEK293-GC-B cells, CNP EC30, cGMP TR-FRET; 0% at EC30 CNP, 100% saturating CNP | P20594 | 0.11% of 370,000 active;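 active = activation at 10 µM reaching about 35% in either raw or pattern-adjusted values, limit read from the data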
ssDAF12 agonist = S. stercoralis DAF-12 activation, primary screen; activation, % at 6.8 µM; 1% of 370,000 active; HEK293 ssDAF-12/GRIP1 lit1-tk-luc reporter, luminescence; % of 3 µM dafachronic acid response;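 active = activation above the mean over all tested compounds plus 3 SD, cut at about 0.9% in these data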;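 also: 0% = DMSO-only wells and 100% = 3 µM delta7-dafachronic acid wells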
FXN GAA850 act = frataxin GAA850 promoter activation; AID 540364; 0.56% of 360,000 active; activation, % at 6 µM; HEK293 lucGAA850 FXN promoter luciferase reporter, 24 h; percent of 10 µM SAHA response;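 active = activation above the average of all compounds screened plus 3 SD, cutoff fixed separately per campaign, cut at about 7.5% in these data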;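 also: 0% = DMSO wells and 100% = 10 µM SAHA wells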
hcDAF12 agonist = H. contortus DAF-12 activation, primary screen. HEK293 hcDAF-12 lit1-tk-luc reporter, luminescence; 0% DMSO, 100% Δ7-dafachronic acid. activation, % at 6.8 µM. 1.4% of 370,000 active;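 active = activation above the mean of all tested compounds plus 3 SD, cut at about 5.5% in these data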;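 also: 100% = response to 3 µM Δ7-dafachronic acid high control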
hgDAF-12 ag = activates the H. glycines DAF-12 receptor ligand-binding domain; 1.8% of 370,000 active; AID 687014; HEK293 GAL4-hgDAF12 UAS-luciferase reporter, agonist luminescence; normalized to butyrate control; activation, % at 6.8 µM;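 active = activation above a cutoff set at the mean of all screened compounds plus 3 SD, cut at about 10% in these data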;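 also: 0% = DMSO wells and 100% = sodium butyrate wells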
* hit, by the source's call.

Values in the order – SMARCA2 act, proKLK7 act, DAX1 inh-1, sPLA2-III inh, DAX1 inh-2, NPR1 activator, GC-B act, ssDAF12 agonist, FXN GAA850 act, hcDAF12 agonist, hgDAF-12 ag
CC(C)[C@H](NC(=O)c1ccco1)C(=O)OCC(=O)c1ccc2c(c1)NC(=O)CO2
 : 1.4, -0.1, -0.6, -1.9, 0.1, 0.7, -6.0, -0.8, 0.7, -1.2, 1.3
CC(=O)N1N=C(c2ccccc2)OC12CCCC2
 : 0.2, -0.6, 1.3, 0.4, 0.3, 2.5, -6.5, -0.2, 2.6, -1.6, 4.8
Cc1ccc(-c2cc(C(=O)NCC3CCCO3)no2)cc1 (stereo unspecified)
 : 1.2, -0.2, 1.4, -3.8, 3.2, 5.1, 1.8, -0.7, 5.1, 1.3, 14.3*
COc1ccccc1C(=O)NCCc1c(C)[nH]c2c(C)ccc(F)c12
 : -1.1, 0.3, 1.0, -34.4, -0.4, 0.7, -1.9, -1.5, -1.0, -2.6, -0.6
O=C(C#Cc1ccccc1)Nc1ccc(F)cc1
 : 3.6, 0.1, -0.2, -3.8, -0.7, 1.4, -4.2, -0.7, -4.5, -0.2, 1.3
O=C(CN1CCOCC1)N/N=C/c1ccco1
 : 2.4, -0.4, -1.1, -2.8, 0.2, 2.2, 9.1, -1.1, -0.2, 0.7, 0.0
O=C1c2ccccc2C(=O)N1Cc1nc2ccccc2c(=O)n1CCN1CCOCC1
 : -1.4, 0.9, -0.7, 4.5, -0.6, 1.9, 0.6, -0.7, 0.3, -1.4, 0.6
COc1ccc2c(c1)C(C)=CC(C)(C)N2S(=O)(=O)c1ccc(Br)cc1
 : -0.5, 0.1, -0.4, -0.5, -1.1, -13.1, -13.3, -1.2, 0.1, 1.1, -5.9
O=C(CN1CCN(CC(=O)Nc2ccccc2Cl)CC1)Nc1ccc(F)c(F)c1
 : -3.4, 0.5, -1.0, 0.5, -0.9, 3.6, -0.1, -1.4, -0.6, -0.9, -0.6
O=C(/C=C(\c1ccccc1)n1cncn1)c1ccccc1
 : -0.8, 0.1, -1.1, -7.3, -0.4, 6.1, 1.4, -0.9, 4.1, -1.5, 4.4

Values in the order – SMARCA2 act, proKLK7 act, DAX1 inh-1, sPLA2-III inh, DAX1 inh-2, NPR1 activator, GC-B act, ssDAF12 agonist, FXN GAA850 act, hcDAF12 agonist, hgDAF-12 ag
COc1ccc(C)cc1S(=O)(=O)n1c([N+](=O)[O-])cnc1C
 : -0.5, 0.3, -0.1, 2.9, 0.3, 4.9, 1.3, -1.2, 0.0, -1.8, 0.3
CN1CCN(C(=O)/C=C/c2cn(-c3ccccc3)nc2-c2ccc3c(c2)OCCO3)CC1
 : 1.6, -1.1, 0.1, -13.9, -0.6, -3.2, -3.2, -1.7, -2.4, -2.4, -2.5
CCOc1ccc2nc(/N=C/c3c(C)[nH]n(-c4ccc(C)cc4)c3=O)sc2c1
 : 10.7*, -0.2, 0.9, -1.9, 0.9, -1.3, -4.7, 0.2, 4.0, 3.8, 7.5
COC(=O)C1=C(C)NC2=C(C(=O)CCC2)C1c1coc2ccccc2c1=O (stereo unspecified)
 : 0.3, 1.2, -1.1, -3.8, -0.6, -14.5, -12.1, 0.1, 0.7, 2.4, 1.1
Cc1cc(C)nc(SC2=CS(=O)(=O)c3ccccc32)n1
 : -0.1, -0.1, -0.7, -1.0, -0.7, -0.4, -8.3, -0.6, -6.0, -3.1, 0.5
CCOc1ccccc1NC(=O)CSc1ccc(-c2ccco2)nn1
 : 1.7, -0.3, 1.3, -2.6, -0.7, 2.2, 3.9, -0.9, 2.6, -0.3, -0.8
COCCNC(=O)/C(C#N)=C/c1ccc(O)c([N+](=O)[O-])c1
 : -3.0, 0.1, 1.9, -2.0, 0.0, 2.2, -2.6, -0.6, -0.2, -0.9, -1.0
CCOc1cc(C(=S)N2CCOCC2)ccc1OS(=O)(=O)c1ccc(NC(C)=O)cc1
 : -5.7, 0.1, -2.9, 4.2, -2.1, 1.2, 0.5, -2.5, 0.0, -4.2, -6.6
Cc1cc(C(=O)O)c(C)n1-c1ccccc1
 : -0.8, 0.2, -0.8, 1.6, -0.1, -2.3, 5.9, -0.9, -0.2, -0.5, 0.5
O=C(CNC1CCCCC1)N1CCc2ccccc2C1
 : -1.1, -0.3, -0.2, -3.8, 0.7, 2.1, 5.7, -1.4, -0.4, 0.7, 0.4

Values in the order – SMARCA2 act, proKLK7 act, DAX1 inh-1, sPLA2-III inh, DAX1 inh-2, NPR1 activator, GC-B act, ssDAF12 agonist, FXN GAA850 act, hcDAF12 agonist, hgDAF-12 ag
Cc1cc(C)c(NC(=O)CSc2cccc[n+]2[O-])c(C)c1
 : -1.6, 0.4, -0.8, 7.3, -0.1, 1.1, 7.2, -0.7, 1.0, -1.4, -1.7
O=C(CSc1nnc(-c2cccnc2)o1)Nc1cccc(Cl)c1
 : 1.6, 0.4, 2.8, 0.3, 0.4, -6.9, 1.7, -0.7, 3.8, 1.3, 2.8
O=C(Nc1cccc2cccnc12)c1cccc([N+](=O)[O-])c1
 : 2.5, 0.0, 1.2, -4.4, -0.4, -0.8, 1.0, -0.9, 2.9, 0.1, 4.0
CN(C)c1ccc(S(=O)(=O)NCC(=O)OCC(=O)Nc2cc(Cl)cc(Cl)c2)cc1[N+](=O)[O-]
 : 0.5, -0.2, 0.2, -11.7, 0.3, 4.9, -0.2, -1.1, 0.5, -0.5, 1.2
O=C(CC(=O)c1ccccc1)Nc1ccccc1C(F)(F)F
 : -1.3, 0.2, -0.2, -11.0, 0.6, -2.5, -1.0, -0.7, 0.6, -0.8, 3.1
CCN(CC)C(=O)CN(C#N)c1nc(OC)nc(N(C)C)n1
 : 8.9*, -0.8, 0.0, 7.6, -0.4, 6.0, 6.1, -0.8, 0.1, -0.9, -1.7
O=C(N[C@@H](Cc1c[nH]c2ccccc12)C(=O)O)C1CCN(S(=O)(=O)c2cccs2)CC1
 : -1.9, -0.1, 0.4, -41.0, 0.3, 1.3, 13.9, -0.8, 0.9, 4.1, 3.9
CC(C)NC(=O)N(C)C[C@H]1Oc2ccc(NS(=O)(=O)c3cccs3)cc2C(=O)N([C@H](C)CO)C[C@@H]1C
 : 0.5, 0.7, 0.9, 2.0, 0.5, -0.6, 2.2, -0.8, -1.1, -2.1, 0.2
COc1ccc(CCN2C(=O)C3C4CC(C5C(C(N)=O)=NOC45)C3C2=O)cc1OC (stereo unspecified)
 : 0.2, 0.1, 0.4, -0.3, -0.8, 1.3, 1.9, -1.1, -0.1, -0.7, -1.1
O=C(NC(=S)NCc1ccccc1)c1ccc(Br)o1
 : -1.7, 0.9, 1.4, 4.7, 0.1, -0.1, -1.6, -1.2, 1.4, 0.9, 0.8

Values in the order – SMARCA2 act, proKLK7 act, DAX1 inh-1, sPLA2-III inh, DAX1 inh-2, NPR1 activator, GC-B act, ssDAF12 agonist, FXN GAA850 act, hcDAF12 agonist, hgDAF-12 ag
C=C(C)C(=O)Nc1nnc(-c2cccs2)s1
 : -0.4, 0.1, 0.0, 2.6, -0.6, 1.4, -3.1, -1.6, 2.5, 1.5, 1.6
COc1ccc(OCC(=O)N/N=C/c2ccncc2)cc1
 : 1.4, 0.2, -0.1, -2.6, -0.8, 1.2, 2.0, -1.1, -0.6, -1.4, -0.2
COCc1cc(Sc2ccc(Br)cc2)nc(-c2ccccc2)n1
 : -1.1, 0.1, 0.5, 2.8, 0.0, -5.8, -4.9, -1.0, -0.2, 0.2, -0.9
Nc1cc(C(=O)OCC(=O)NCc2ccco2)ccc1Cl
 : 0.7, -0.8, 0.2, -7.6, 0.0, 3.6, -1.8, -1.5, 1.7, -1.0, 3.0
O=C(O)C1SCCN1S(=O)(=O)c1ccc2ccccc2c1 (stereo unspecified)
 : -1.2, 0.3, 2.8, -7.8, 0.9, -1.9, -1.0, -1.0, -1.6, -0.1, 1.7
CC1=C(C(=O)NC2CC(C)(C)Cc3c2cnn3-c2ccc(C)cc2)OCCO1 (stereo unspecified)
 : 3.2, 0.5, -0.6, -18.8, -1.9, 0.5, -0.1, -1.3, 1.3, -1.8, -2.3
CCCOc1ccc(N2CC(C(=O)Nc3ccccc3C(=O)NCc3ccco3)CC2=O)cc1 (stereo unspecified)
 : -1.0, -0.5, -1.1, -0.9, -0.4, -4.2, -3.0, -1.8, -2.6, 0.2, -2.9
Cn1c(=O)n(C)c2cc([N+](=O)[O-])c(N3CCN(CCO)CC3)cc21
 : 0.4, 0.8, 1.7, 2.9, 0.9, 7.2, 5.2, -1.5, 0.3, -2.2, -1.1
Cc1cccc(NC(=S)NC2CCCCCC2)c1C
 : 0.2, -0.8, 0.5, 15.3, -0.3, -2.3, 1.1, -2.0, 1.4, -2.2, 1.6
O=C(O)C1=C[C@@H](C2CCCCC2)C[C@@H](OCc2ccc(CO)cc2)O1
 : 0.8, 0.6, -0.1, 0.1, -0.2, -1.5, 0.2, -1.2, 0.2, -0.4, 0.8

Values in the order – SMARCA2 act, proKLK7 act, DAX1 inh-1, sPLA2-III inh, DAX1 inh-2, NPR1 activator, GC-B act, ssDAF12 agonist, FXN GAA850 act, hcDAF12 agonist, hgDAF-12 ag
COc1c2ccoc2cc2oc(=O)ccc12
 : 2.1, 1.8, 1.9, -1.0, -1.1, 2.7, -3.3, -1.4, 0.5, -0.6, 1.2
Cc1cccc2cc(COC(=O)c3ccco3)c(=O)[nH]c12
 : -3.3, 0.3, 0.6, 5.8, -0.5, -3.9, 4.6, -0.4, 0.0, 2.0, -0.2
O=C(Nc1cccc(S(=O)(=O)N2CCCCC2)c1)c1ccc(Cl)nc1
 : -4.0, -0.1, -1.7, -4.0, -3.2, -4.5, -0.4, -2.1, -1.1, -2.7, -3.7
Nc1ncnc2c1ncn2[C@@H]1O[C@H](CNCC(O)CO)[C@@H](O)[C@H]1O (stereo partly specified)
 : -1.8, 0.1, 2.2, 4.4, 0.6, 0.0, -7.3, -0.4, 0.0, -0.8, 2.7
CNC(=O)c1sc(=S)n(-c2ccc(OC)cc2)c1N
 : -0.4, 0.2, 0.0, 8.1, 0.4, -2.7, -1.6, -1.2, -1.2, -0.3, 3.1
N#Cc1ccc(NC(=O)c2cccs2)nc1
 : 3.0, 0.5, 0.0, -0.7, -0.1, 2.2, 3.4, -0.8, 3.1, 0.6, 5.7
CN(C)c1ccc(C2CNC(c3ccc(Cl)c([N+](=O)[O-])c3)c3[nH]c4ccccc4c32)cc1 (stereo unspecified)
 : -2.0, -0.3, -0.2, 9.6, 0.5, 2.0, -9.4, -1.1, -5.7, 1.1, -0.6
Cc1ccc(OCC(=O)NNC(=O)CCC(=O)NCc2ccccc2)cc1
 : 1.4, 0.5, 0.2, 1.6, 0.2, 0.3, 5.8, -1.0, -1.4, -0.2, 0.7
COc1ccc(Cn2nnnc2C(c2ccccc2Cl)N2CCN(C)CC2)cc1 (stereo unspecified)
 : -0.2, 0.2, 2.2, -9.1, 0.2, -2.9, -1.3, -0.9, -0.9, -1.6, -1.8
COc1cc(C(O)c2nc3ccccc3s2)cc(OC)c1OC (stereo unspecified)
 : -4.1, 0.2, -3.3, -0.3, -1.2, 4.2, -1.7, -1.6, -2.6, -4.6, -7.1
